Screening results from PubChem BioAssay.
ABHD4 inh = inhibits mouse alpha/beta hydrolase domain 4; inhibition, % at 8.92 µM; purified mABHD4, FP-Rh probe fluorescence polarization; Q8VD66; 370,000 tested, 0.54% active;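 active = inhibition exceeding the mean over every tested compound plus 3 SD, cut at about 30% in these data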;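 also: 0% = plate median of compound wells and 100% = S159A mutant with DMSO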
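system = mouse ABHD4 enzyme, wild type | medium = HEPES pH 7.0, NaCl, Pluronic buffer | also added = FP-Rh probe | incubation = Enzyme–compound pre-incubation 45 min, then probe 60 min, both 25 °C | technique = fluorescence polarization, excitation 525 nm, emission 598 nm, BODIPY TMR filters | controls = S159A mutant high control, sample median low control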
rCAG binder = molecules binding r(CAG) RNA repeats; r(CAG) RNA repeat, TO-PRO-1 dye displacement fluorescence; inhibition, % at 3 µM; 370,000 tested, 1.3% active; AID 651821;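 active = inhibition above the plate cutoff, the mean of all test compounds on that plate plus 3 SD, cut at about 35% in these data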;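 also: 0% = DMSO alone and 100% = 100 µM mitoxantrone as full dye displacement; higher means more dye released from RNA so lower well fluorescence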
Rev-erbA mod = Rev-erb alpha (human) modulation | Rev-erbα–FITC-DNA binding, fluorescence polarization, 90 min | activity, % at 10 µM | P20393 | 370,000 tested, 0.79% active;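 active = activity above about 14%, limit read from the data; passing the limit was not always enough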;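 also: 0% = DMSO wells with 35 nM protein and 100% = DMSO wells with 750 nM protein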
NPR2 activator = GC-B (human) receptor activation | HEK293-GC-B cells, CNP EC30, cGMP TR-FRET; 0% at EC30 CNP, 100% saturating CNP | activation, % at 10 µM | 370,000 tested, 0.11% active | AID 1920062;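 active = activation at 10 µM reaching about 35% in either raw or pattern-adjusted values, limit read from the data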
SMARCA2 activ = increases SMARCA2 function in MMTV reporter cells; 370,000 tested, 1% active; activation, % at 9.1 µM; MG213 cells, MMTV-luciferase reporter, dexamethasone, overnight; in the data active = activation above about 7.8%;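 also: 0% = vehicle wells and 100% = reference activator wells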
HTRA1 inhibitor = inhibitors of human serine peptidase HTRA1 | Q92743 | 340,000 tested, 0.5% active | inhibition, % at 5.96 µM | recombinant HTRA1, FP-rhodamine activity-based probe, fluorescence polarization; in the data active = inhibition above about 36%;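 also: 0% = enzyme with DMSO and 100% = wells lacking enzyme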
Target sequence (Q92743 whole entry, looked up): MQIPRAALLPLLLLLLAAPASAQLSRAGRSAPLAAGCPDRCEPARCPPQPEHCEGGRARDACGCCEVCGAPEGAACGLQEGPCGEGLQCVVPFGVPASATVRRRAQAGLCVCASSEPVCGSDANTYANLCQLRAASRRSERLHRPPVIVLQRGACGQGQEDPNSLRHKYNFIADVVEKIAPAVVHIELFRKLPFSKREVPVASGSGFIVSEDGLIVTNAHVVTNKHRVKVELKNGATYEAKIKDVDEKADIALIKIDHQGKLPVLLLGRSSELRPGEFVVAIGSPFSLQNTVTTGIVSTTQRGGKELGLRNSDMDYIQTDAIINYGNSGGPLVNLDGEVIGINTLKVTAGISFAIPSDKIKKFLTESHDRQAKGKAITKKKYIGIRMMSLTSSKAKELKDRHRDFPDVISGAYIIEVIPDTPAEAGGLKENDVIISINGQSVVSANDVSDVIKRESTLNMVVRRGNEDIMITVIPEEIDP
NPR1 activator = GC-A (human) enzyme activation; 370,000 tested, 0.14% active; P16066; activation, % at 10 µM; HEK293 GC-A cells, cGMP TR-FRET, EC30 ANP; 0% at EC30 ANP, 100% saturating ANP; in the data active = activation above about 40%
ASAP1 inh = inhibitors of human ASAP1 ArfGAP activity | Q9ULH1 | ASAP1-stimulated ARF1 GTP hydrolysis, GDP FP detection | AID 624377 | inhibition, % at 16.5 µM | 360,000 tested, 0.19% active; in the data active = inhibition above about 25%;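 also: 0% = vehicle with enzyme and substrate and 100% = no enzyme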
Target sequence (Q9ULH1 325-724 limits assumed): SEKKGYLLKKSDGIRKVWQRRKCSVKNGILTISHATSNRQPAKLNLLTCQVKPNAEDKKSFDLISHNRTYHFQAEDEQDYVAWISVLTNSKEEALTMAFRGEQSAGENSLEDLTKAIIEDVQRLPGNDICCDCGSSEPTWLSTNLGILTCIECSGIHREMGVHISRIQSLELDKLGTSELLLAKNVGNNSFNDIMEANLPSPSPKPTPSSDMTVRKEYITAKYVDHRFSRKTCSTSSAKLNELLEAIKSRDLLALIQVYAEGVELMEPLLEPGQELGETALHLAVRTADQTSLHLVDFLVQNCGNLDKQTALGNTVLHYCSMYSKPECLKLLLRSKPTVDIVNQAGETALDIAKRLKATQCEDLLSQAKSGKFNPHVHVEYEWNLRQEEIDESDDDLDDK
PG9 Ab binder = binds the HIV-1 gp120 antibody PG9 | 360,000 tested, 0.43% active | inhibition, % at 6.7 µM | TR-FRET gp120-PG9 antibody binding; in the data active = inhibition above about 8.5%
ARFGAP1 inh = rat ARFGAP1 inhibition. inhibition, % at 16.5 µM. Q62848. 360,000 tested, 0.26% active. Arfgap1-stimulated ARF1 GTP hydrolysis, GDP FP detection. AID 651572;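 active = inhibition above a per-plate limit, mean inhibition of low control wells plus 3 SD, cut at about 25% in these data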;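 also: 0% = DMSO wells with enzyme and 100% = wells lacking Arfgap1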
Target sequence (Q62848 1-136 limits assumed): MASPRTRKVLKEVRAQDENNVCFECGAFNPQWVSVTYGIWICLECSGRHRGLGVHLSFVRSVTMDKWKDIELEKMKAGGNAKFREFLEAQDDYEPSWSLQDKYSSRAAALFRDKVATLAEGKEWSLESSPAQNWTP
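Replicates: Single well per compound | Assay system: Truncated rat Arfgap1 GAP domain | Control set: No-Arfgap1 wells (100%) versus DMSO full-reaction wells (0%) | Times: Enzyme reaction 120 min at 25 °C after 20 min preincubation | Reagent: Human ARF1(Δ1-17)-GTP substrate | Measured by: Tracer-displacement fluorescence polarization with EDTA stop, 620/688 nm | Measure: Percent inhibition of Arfgap1-stimulated GTP hydrolysis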
Starred values were filed as active, the others as inactive; / = no result given; & = joins results of further samples.

Each structure is followed by: ASAP1 inh	Rev-erbA mod	ABHD4 inh	rCAG binder	HTRA1 inhibitor	PG9 Ab binder	ARFGAP1 inh	NPR2 activator	SMARCA2 activ	NPR1 activator
CC1CCC(NC(=O)C(C)N2C(=O)C3CCCCC3C2=O)CC1 (centres undefined)
→ 6	-5	2	0	6	-3.6	0	3	9.3*	-5
CC12CCC(C(=O)Nc3cccc4ccccc34)(C1Br)C2(C)C (centres undefined)
→ 7	-6	-28	-2	-28	1.1	-6	-1	-1	2
CC(C)NC(=O)C(=O)NCCc1ccc(Cl)cc1
→ 7	0	9	-3	1	-0.7	-7	5	0	3
C=CCc1c(C)nc(SC)nc1Nc1ccccc1
→ 16	-2	4	13	-21	-1.7	-2	20	-1	22
CCSc1nnc2c(n1)OC(c1ccc(C(=O)O)cc1)N(C(C)=O)c1ccccc1-2 (centres undefined)
→ -9	2	2	3	0	-1.9	-2	-1	0	-3
CCOC(=O)c1cccc(NC(=O)C(NS(=O)(=O)c2ccc3c(c2)CCN3C(C)=O)C(C)C)c1 (centres undefined)
→ 4	5	-3	-5	4	-0.4	3	-3	-1	-1
CC(C)Cc1ccc(-c2cc3nc(NCC4CC4)ccn3n2)cc1
→ -5	-4	-15	5	/	-1.1	-6	-4	-1	-2
CN1CCN(Cc2nnc(-c3ccccc3)o2)CC1
→ -1	8	0	2	-8	-2.3	7	0	2	0
CCC(c1nnc(SCC(=O)Nc2cccc(S(N)(=O)=O)c2)n1Cc1ccccc1)N(C)C (centres undefined)
→ 6	0	-13	8	-5	0.1	6	0	-2	0
CCOc1ccc(C2CC(c3cccc(OC)c3OC)n3nnnc3N2)cc1Cl (centres undefined)
→ -6	1	-6	4	-10	1.4	5	-10	1	-1
Cc1cc(C)cc(C(=O)NCC(=O)NCCc2c[nH]c3ccccc23)c1
→ 8	4	-2	0	-2	-0.1	10	-5	2	0
CCOC(=O)C1=C(C)n2c(s/c(=C/c3cccc([N+](=O)[O-])c3)c2=O)=NC1c1ccc(O)c(OC)c1 (centres undefined)
→ -5	-2	2	5	-2	1.9	14	5	-2	6
COc1ccnc(Oc2ccccc2)c1-c1ncn[nH]1
→ 8	-3	-9	-4	2	-1.9	15	1	-2	0
Cc1ccc(S(=O)(=O)N2CCCC(C(=O)N3CCN(c4ccccc4)CC3)C2)cc1 (centres undefined)
→ -10	3	-9	-6	-2	-0.2	7	0	-4	1
O=C(CCn1cccn1)N1CCCC(Nc2ccc(F)c(F)c2)C1 (centres undefined)
→ 5	0	2	3	-1	2.0	9	-3	2	2
Cc1cc(NS(=O)(=O)c2ccc(NC(=S)NC(=O)c3ccc(C(C)(C)C)cc3)cc2)no1
→ -1	-1	-2	7	2	-1.2	-5	-4	-2	-6
COc1cccc(/C=C/c2ccc3ccccc3n2)c1OC(C)=O
→ 1	-2	-2	-6	-10	-0.2	-10	1	0	-4
O=S(=O)(c1ccccc1)N1CCC(=NO)CC1
→ 5	2	-3	-3	-4	-1.3	-14	5	-3	7
Cc1ccc(S(=O)(=O)N(CC2CO2)c2cccc([N+](=O)[O-])c2)cc1 (centres undefined)
→ -2	4	0	1	-7	-0.7	0	-2	4	-4
COc1c(S(=O)(=O)N2CCN(C(=O)c3ccco3)CC2)ccc(Cl)c1Cl
→ -3	7	-3	-1	0	-0.5	1	-3	-4	-4
CC(C)CNC(=O)C1Nc2ccc(OC(F)(F)F)cc2C2C=CCC12 (centres undefined)
→ 3	3	11	21	9	0.1	-1	1	0	-6
Cc1ccc(S(=O)(=O)N2CCC(C(=O)N[C@@H](C)C(=O)NCCc3ccccc3)CC2)cc1
→ 3	2	3	5	-2	1.0	12	-2	-3	5
O=C(Cc1ccc(NC(=O)C2CCN(C(=O)c3ccccc3)CC2)cc1)Nc1cccc(C(=O)N2CCCC2)c1
→ -9	3	2	2	1	1.2	-11	-4	6	0
COc1ccccc1C1CCN(C(=O)C2CCCCC2)CC1
→ -5	4	2	-7	-14	0.2	0	4	-3	2
Cc1ccc2cc(CCNC(=O)C(=O)c3c(C)[nH]c4ccccc34)c(=O)[nH]c2c1
→ 7	4	5	1	-3	0.9	0	0	0	1
CCOC(=O)c1c(/N=C/C2C(=O)CC(C)(C)CC2=O)sc2c1CCCC2
→ -1	-2	-14	-1	4	-3.1	8	9	-4	0
Cc1nc(CC(=O)NNS(=O)(=O)c2cccc(Cl)c2Cl)cs1
→ 14	1	11	7	-2	-1.1	5	5	2	0
CCN(CC)CCNC(=O)/C(=C/c1cn(CC)c2ccccc12)NC(=O)c1cc(OC)c(OC)c(OC)c1
→ 13	-4	-4	2	2	-0.9	5	1	-3	0
O=C(Nc1ccc2c(c1)CCC2)c1cnc(Cl)c(Cl)c1
→ -13	4	-3	1	-2	-1.6	-7	1	3	10
CCN(CC)c1ccc(/C=N/N2CCN(Cc3cccc4ccccc34)CC2)c(O)c1
→ -9	-6	4	-3	0	-1.6	-1	11	1	5

Sorted by the number under ARFGAP1 inh (descending): some entries from above.
Molecule	ASAP1 inh	Rev-erbA mod	ABHD4 inh	HTRA1 inhibitor	PG9 Ab binder	ARFGAP1 inh	NPR2 activator	SMARCA2 activ	NPR1 activator
CCOC(=O)C1=C(C)n2c(s/c(=C/c3cccc([N+](=O)[O-])c3)c2=O)=NC1c1ccc(O)c(OC)c1 (centres undefined)	-5	-2	2	-2	1.9	14	5	-2	6
Cc1nc(CC(=O)NNS(=O)(=O)c2cccc(Cl)c2Cl)cs1	14	1	11	-2	-1.1	5	5	2	0
Cc1cc(NS(=O)(=O)c2ccc(NC(=S)NC(=O)c3ccc(C(C)(C)C)cc3)cc2)no1	-1	-1	-2	2	-1.2	-5	-4	-2	-6

The list continues.
Each structure is followed by: ASAP1 inh	Rev-erbA mod	ABHD4 inh	rCAG binder	HTRA1 inhibitor	PG9 Ab binder	ARFGAP1 inh	NPR2 activator	SMARCA2 activ	NPR1 activator
O=C(NC(=S)Nc1ccc(CN2CCOCC2)cc1)c1ccccc1[N+](=O)[O-]
→ 11	-3	-4	-4	-5	-4.3	6	2	1	-1
CC[C@@]1(C(=O)OC)N[C@H](CN(C)C(=O)c2ccc(C)cc2)[C@@H]2C(=O)N(C)C(=O)[C@@H]21
→ 6	-2	-1	1	-6	-1.7	0	-3	-2	0
Cc1cccc(NC(=S)N(CCCN2CCCC2)Cc2cccn2Cc2ccc(Cl)cc2)c1
→ -9	3	3	-4	-7	-1.1	17	-15	5	-27
O=[N+]([O-])c1ccc(Cl)c(C[n+]2cccc3ccccc32)c1
→ -16	3	3	0	-7	-2.3	3	3	1	1
Nc1nc(Nc2ccccc2)nc(NCc2ccco2)c1[N+](=O)[O-]
→ 22	2	-14	19	-50	-2.4	0	11	0	47*
Oc1ccccc1N1CCN(Cc2ncc(-c3ccccc3)o2)CC1
→ -1	-3	-6	0	1	-0.5	6	1	-2	-1
Cc1nc2ccc(NC(=O)CCC3CCCC3)cc2s1
→ 10	0	0	-1	-12	0.3	-1	-1	2	-2
Cc1ccc(C(=O)Nc2ccc(S(=O)(=O)NCc3ccco3)cc2)cc1
→ 17	3	-7	16	-5	2.6	5	-6	4	4
CCn1c(SCC(=O)Nc2ccc(N3CCOCC3)cc2)nnc1-c1ccncc1
→ -15	1	1	-5	1	-2.5	-1	2	-2	-3
O=C(CCN1C(=O)COc2ccccc21)NCc1cccnc1
→ -1	2	2	0	5	-0.8	4	3	1	2
Cc1ccc(-n2nc(C(=O)O)nc2-c2ccccc2)cc1
→ -13	-4	-2	-1	5	-0.5	5	3	2	1
Cc1cccc(-n2c(SCC(N)=O)nnc2-c2ccccn2)c1C
→ -1	-5	-3	-1	-2	-0.8	-3	7	2	-6
O=C(NCCc1ccccc1Cl)C1CCC(=O)N(Cc2cccc(C(F)(F)F)c2)C1 (centres undefined)
→ -9	-2	5	-10	-2	0.9	4	1	-1	-2
O=C(NC1CCCC1)C(=O)N(c1ccccc1F)C(C(=O)NCC1CCCO1)c1cccs1 (centres undefined)
→ -3	-7	6	-7	5	-1.7	6	-5	-1	2
COc1ccc(/C=C/C(=O)c2cc(Cl)ccc2O)c(OC)c1
→ 19	-4	-9	5	-39	-1.1	5	-13	-1	-3
CCN(CC)S(=O)(=O)c1ccc(N2CCOCC2)c(NC(=O)c2ccco2)c1
→ -8	5	3	1	-2	-2.6	8	2	0	0
CCN1C[C@@H]2[C@@H]3C(=O)N(Cc4ccccc4)C(=O)[C@@H]3[C@](C)(C1=O)N2C(=O)c1ccc(C(C)(C)C)cc1
→ 1	-2	-3	-8	-1	0.5	1	1	0	5
CC(=O)NC1CC2CCCC(C1)N2C(=O)Nc1cccc(C)c1 (centres undefined)
→ -4	3	-5	-1	1	0.6	1	0	-1	2
Cc1cccc(NC(=O)CSc2ncnc3sc(C)cc23)c1
→ -5	7	-11	-2	-39	-2.0	7	-3	-3	-2
COc1ccc(NC(=O)C2(C)CCN2C(=O)c2ccc(C(C)(C)C)cc2)cc1OC (centres undefined)
→ -1	-12	5	0	/	1.2	8	7	-1	-2
O=C(C1CCCN(Cc2nc(-c3cccs3)no2)C1)N1CCOCC1 (centres undefined)
→ 1	0	-1	-5	2	2.2	0	3	-4	1
O=C(Cc1cccs1)NCc1cccc(C(F)(F)F)c1
→ 5	2	-4	5	3	0.2	3	3	2	1
O=C1C(Cc2ccccc2)Nc2ncnc(N3CCCCC3)c2N1Cc1ccc(Br)cc1 (centres undefined)
→ 9&-2	-3&-4	2&-16	7&8	-29	1.2&-1.6	7&-10	-8&-6	-1&-4	-3&-5
O=C(COC(=O)CNC(=O)c1ccccc1F)Nc1ccc2c(c1)OCO2
→ -5	1	10	0	4	0.5	6	1	0	2
CC(C)(C)Cc1c(-c2ccc(Cl)cc2)nc2ccc(Cl)cn12
→ -5	6	-4	2	-4	-0.3	0	-4	-4	18

Records above printed as active in NPR1 activator:
smiles | ASAP1 inh | Rev-erbA mod | ABHD4 inh | HTRA1 inhibitor | PG9 Ab binder | ARFGAP1 inh | NPR2 activator | SMARCA2 activ | NPR1 activator
Nc1nc(Nc2ccccc2)nc(NCc2ccco2)c1[N+](=O)[O-] | 22 | 2 | -14 | -50 | -2.4 | 0 | 11 | 0 | 47*
